GAA glycogen: qHTS Assay for Inhibitors and Activators of Human alpha-Glucosidase Cleavage of Glycogen; Potency, µM (series often up to 76.4 µM), for the others: at the top dose activity change, negative = inhibition, actives largely listed as inhibitors; actives 0.38% (n = 300,000); recombinant GAA, glycogen substrate, Amplex Red glucose oxidase fluorescence; Lysosomal alpha-glucosidase (Homo sapiens), P10253; AID 2100, 2009; active means well fitted inhibition curve with a large enough effect; inconclusive means small, poorly fitted or top-dose-only effect, or another doubt; inactive means no such curve, though single readings can be large or run the other way;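 further: 0% = full enzyme reaction and -100% = no-enzyme basal signal; the screen sought inhibitors and activators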
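Recombinant human alpha-glucosidase (4 nM final) hydrolysed bovine liver glycogen (30 ug) for 40 min at 37 C in pH 5.0 citrate/phosphate with 0.01% Tween-20. Released glucose detected by glucose oxidase/Amplex Red, Ex 573/Em 610 nm. Compounds up to 77 uM; AC50 from Hill fits.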
An asterisk follows results filed as active; ? = inconclusive; [ ] = another dose, or the depositor's remark. Potency means the concentration at half of the fitted maximal effect.

GAA glycogen	Structure
0.9%	COC(=O)c1c(C(=O)OC)c(-c2ccc(OC)cc2)n2c1CCC2
0.0%[76.3 µM]	Cc1ccc(NC(=O)Cn2ccc(=O)[nH]c2=O)cc1
-5.2%	COc1cc(OC)c(NC2=CC(=O)C(=O)c3ccccc32)cc1Cl
9.2%[76.3 µM]	Cc1cc(C)cc(NC(=S)N2CCC(NC(=O)C3CC3)CC2)c1
1.0%[76.3 µM]	COc1ccc(S(=O)(=O)N2CCOCC2)cc1NC(=O)c1ccccc1C
-1.0%[76.3 µM]	COc1cccc(C(=O)/C=C/Nc2ccc(S(=O)(=O)Nc3cc(OC)nc(OC)n3)cc2)c1
-2.4%	COc1ccc(-c2coc3c(C)c4oc(=O)c(CC(=O)O)c(C)c4cc23)cc1
1.5%	COc1ccc(/C=N/NC(=O)c2cc(-c3ccccc3)nc3ccccc23)c(C(=O)O)c1OC
-0.6%[76.3 µM]	O/N=C(\c1ccccc1)c1nccc2ccccc12
-6.6%	CCC(C)(C)NC(=O)C(c1ccc(OC)cc1)N(C(=O)CCC(=O)Nc1cc(C)on1)C(C)(C)C (centres undefined)
-4.7%[76.3 µM]	COc1ccc(NC(=O)CCN2CCN(Cc3ccccc3)CC2)c(OC)c1
-6.1%	CNCCC(=O)N1c2ccccc2CCc2ccc(NC(=O)OC)cc21
-3.5%	C=CCc1ccc(OC(=O)NC2CCCCC2)c(OC)c1
5.7%[76.3 µM]	O=C(Nc1ccnn1C1CCN(Cc2cccc(OCCO)c2)CC1)C1CC1
-2.6%[76.3 µM]	COc1cc2ccccc2cc1C(=O)NC(=S)Nc1ccc(C(=O)O)cc1
-3.2%[76.3 µM]	Cc1ccc(CNC(=O)c2ccc(NC3=NC4CS(=O)(=O)CC4S3)cc2)cc1 (centres undefined)
-0.8%	Cc1ccc2c(CN3CCCCC3)cc(=O)oc2c1
18.1%[76.3 µM]	Cc1ccc2c(c1)N(CC(=O)NCCCN1CC(C)CC(C)C1)C(=O)c1cccnc1O2 (centres undefined)
-5.8%[76.3 µM]	CCC(=O)Nc1ccc(N2CCCCC2)c(C(=O)Nc2ccc(OC)cc2)c1
-3.0%[76.3 µM]	CC1Cc2cc(S(=O)(=O)N3CCCCC3C)ccc2N1C(=O)C1CCC1 (centres undefined)

Random excerpt: 4 compounds from above, in no set order.
GAA glycogen	Structure
-3.2%[76.3 µM]	Cc1ccc(CNC(=O)c2ccc(NC3=NC4CS(=O)(=O)CC4S3)cc2)cc1 (centres undefined)
-0.6%[76.3 µM]	O/N=C(\c1ccccc1)c1nccc2ccccc12
0.0%[76.3 µM]	Cc1ccc(NC(=O)Cn2ccc(=O)[nH]c2=O)cc1
-5.2%	COc1cc(OC)c(NC2=CC(=O)C(=O)c3ccccc32)cc1Cl

The listing continues:
GAA glycogen	Structure
-2.9%[76.3 µM]	O=C(CC1C(=O)NCCN1Cc1cccc(C(F)(F)F)c1)NC1CCCCCC1 (centres undefined)
20.4%[76.3 µM]	CCOc1ccc(NC(=O)C2CCN(C(=O)N3CCOc4ccccc43)CC2)cc1
4.8%	O=C(N/N=C/c1cccnc1)c1ccc2c(c1)OCO2
-1.4%	CCCCCCNC(=O)CCc1nc2cccnc2n1Cc1ccc(OC)cc1
-7.5%	COc1ccc(N(C(=O)CNC(=O)c2ccco2)C(C(=O)NCC2CCCO2)c2ccccc2)cc1OC (centres undefined)
-0.8%	CCc1ccc(NC(=O)CCC(=O)c2ccc(C)cc2)cc1
8.9%[76.3 µM]	COCCN1C(=O)C(=O)/C(=C(/O)c2ccc(S(=O)(=O)N3CCOCC3)cc2)C1c1cccc(OC)c1 (centres undefined)
-7.3%[76.3 µM]	O=C(Nc1c(F)cccc1F)c1ccc2c(c1)CCN2S(=O)(=O)c1ccccc1
18.8%[76.3 µM]	Cc1cc(NC(=O)c2ccc(Cl)cc2Cl)no1
6.5%[76.3 µM]	O=C(O)CSc1nc2ccc(C(=O)c3ccccc3)cc2[nH]1
-9.8%[76.3 µM]	O=c1[nH]c(COc2ccc(Cl)cc2Br)nc2ccccc12
2.7%	O=C(CN1CCN(S(=O)(=O)N2CCCCC2)CC1)Nc1ccc(Cl)c(Cl)c1
4.1%	COc1ccccc1OCCSc1nc2ccccc2n1CC(N)=O
-4.3%	CC(=O)OC1CC2(C)/C(=N\O)CCC2C2CCc3cc(O)ccc3C12 (centres undefined)
0.0%[76.3 µM]	CN1CCN(c2ccc(NC(=O)c3cc4ccccc4o3)cc2)CC1
1.0%[76.3 µM]	CCCc1cc(Nc2ccccc2)n2ncnc2n1
-2.0%[76.3 µM]	Cc1cc(C(=O)Nc2ccccc2C)c2ccccc2n1
-1.4%[76.3 µM]	COc1ccc(C(=O)Nc2ccnn2C2CCN(CC3CC=CCC3)CC2)cc1 (centres undefined)
-10.6%[76.3 µM]	COc1ccc(CNc2nc3ccc(C)cc3s2)c(OC)c1OC
6.9%	NC(=O)c1nsc(C(=O)N(c2ccccc2)C(C(=O)NCC2CCCO2)c2ccc3ncccc3c2)c1N (centres undefined)

An excerpt of these results, with bars between the fields.
structure | GAA glycogen
CCc1ccc(NC(=O)CCC(=O)c2ccc(C)cc2)cc1 | -0.8%
O=C(CN1CCN(S(=O)(=O)N2CCCCC2)CC1)Nc1ccc(Cl)c(Cl)c1 | 2.7%
Cc1cc(NC(=O)c2ccc(Cl)cc2Cl)no1 | 18.8%[76.3 µM]
COc1ccc(C(=O)Nc2ccnn2C2CCN(CC3CC=CCC3)CC2)cc1 (centres undefined) | -1.4%[76.3 µM]
Cc1cc(C(=O)Nc2ccccc2C)c2ccccc2n1 | -2.0%[76.3 µM]
CC(=O)OC1CC2(C)/C(=N\O)CCC2C2CCc3cc(O)ccc3C12 (centres undefined) | -4.3%

Further results
GAA glycogen	Structure
1.4%	CNS(=O)(=O)c1cccc(C(=O)OCC(=O)NCCCc2ccccc2)c1
-2.7%	Cc1cccn2c(=O)c3cc(C(=O)NC4CCCC4)c(=N)n(C4CCCCC4)c3nc12
-3.4%	Cc1nc(NCCc2ccccc2)sc1C(=O)O
-0.5%[76.3 µM]	COc1ccccc1NC(=O)CN1CCCCCC1
-1.6%	O=c1c2ccccc2nc2n1CCO2
-9.2%[76.3 µM]	O=C(CSc1nncn1-c1ccccc1)Nc1ccccc1
-16.0%	Cc1cc(NC(=O)CSc2nnc(-c3ccccc3Cl)o2)no1
4.7%[76.3 µM]	Cc1cc(=O)oc2cc(OCC(=O)N(C)C3CCS(=O)(=O)C3)c(Cl)cc12 (centres undefined)
-11.2%[76.3 µM]	CS(=O)(=O)N(CC(=O)Nc1ccc(Br)cc1)C1CCCCC1
0.9%[76.3 µM]	COc1ccccc1/C=C/c1nc2ccc(OC(C)=O)cc2c(=O)o1
-15.7%[76.3 µM]	Cc1ccccc1CCN(C(=O)c1csnn1)C(C(=O)NC1CCCC1)c1ccncc1 (centres undefined)
5.5%	CC(C)CN1CC(=O)N2C(c3ccccc3)c3[nH]c4ccccc4c3C[C@H]2C1=O (some centres undefined)
-5.7%[76.3 µM]	O=C(c1ccccc1)N1N=C(C(F)(F)F)CC1(O)c1ccccc1 (centres undefined)
1.1%	Cc1cccc(N2CCN(C(=O)C(Cc3ccccc3)NC(N)=O)CC2)c1C (centres undefined)
?	COc1ccc(CCNCc2ccccc2N2CCCC2)cc1
0.7%[76.3 µM]	CCCn1c(C(C)NS(=O)(=O)c2ccccc2)n[nH]c1=S (centres undefined)
17.8%[76.3 µM]	CS(=O)(=O)N(CC(=O)N1CCCC1)c1ccccc1Br
-2.9%	Cc1nc2ccccn2c1-c1csc(Nc2ccc(C(=O)O)cc2)n1
10.5%[76.3 µM]	COc1cc(-c2noc(C)c2C#Cc2ccc(N)cc2)cc(OC)c1OC
20.7%[76.3 µM]	COc1ccc(C(=O)NC2CCN(CC(=O)Nc3cccc(OC)c3)CC2)cc1

Next section:
GAA glycogen	Structure
7.6%	CN(C)C(CNC(=O)c1c(F)cccc1Cl)c1ccco1 (centres undefined)
6.9%	O=C(CSc1nnc(C2CC2)n1CC1CCCO1)Nc1ccc(Cl)cc1 (centres undefined)
-0.8%	Oc1cccc(/C=N/Nc2ccc(Cl)nn2)c1
-13.0%[76.3 µM]	COc1ccc(F)c(CN2CCC(n3nccc3NC(=O)C3CCOC3)CC2)c1 (centres undefined)
2.7%[76.3 µM]	CC(C(=O)N(C)C1CCS(=O)(=O)C1)N1C(=O)/C(=C/c2cccs2)SC1=S (centres undefined)
?	COc1ccc(O)c(CN2CCCC(N3CCN(c4ccccc4OC)CC3)C2)c1 (centres undefined)
-5.3%[76.3 µM]	O=C(NCCCN1CCCCC1)C1CCN(S(=O)(=O)N2CCC3(CC2)OCCO3)CC1
-7.7%[76.3 µM]	COc1ccc(CNC(=O)[C@@H](NC(=O)C2CCN(C(=O)[C@@H](N)Cc3ccccc3)CC2)C(C)C)cc1
-2.6%[76.3 µM]	Cc1cccc(C)c1OCc1cc(C(=O)N(C)CCc2ccccn2)no1
4.5%	Cc1ccccc1CSc1nnc(-c2ccncc2)n1C
-0.8%	COc1ccc(OC)c(N(C(=O)c2snc(C(N)=O)c2N)C(C(=O)NCC2CCCO2)c2ccc3ncccc3c2)c1 (centres undefined)
10.5%	CCCCCOc1ccc(C(C)(O)C(CN2CCOCC2)c2ccccc2)cc1 (centres undefined)
1.9%[76.3 µM]	O=C(NCc1cccnc1)C12CC3CC(CC(Cl)(C3)C1)C2
12.4%[76.3 µM]	Cc1cc(C)cc(N(CC(=O)NC(C)(C)C)C(=O)CCC(=O)Nc2ccccn2)c1
-7.7%[76.3 µM]	CCCCC(=O)NC(c1ccc(N(CC)CC)cc1)c1ccc2cccnc2c1O (centres undefined)
-5.0%[76.3 µM]	CCC(=O)N1CCN=C1SCc1cc(C)ccc1C
4.4%	CO/N=C(\C)C(Cc1ccc(Cl)nc1)Cc1ccc(Cl)nc1
6.3%	COc1cccc(NC(=O)COC(=O)C2C3CC4OC(=O)C2C4C3)c1 (centres undefined)
3.3%	CC(=O)Nc1ccc(OS(=O)(=O)c2ccc(Cl)cc2)cc1
-4.0%	O=C(CBr)c1ccc([N+](=O)[O-])c(CS(=O)(=O)c2ccc(Cl)cc2)c1

Next records:
GAA glycogen	Structure
-9.5%	CCOC(=O)N1CCN(Cc2nc3cc([N+](=O)[O-])ccc3n2C)CC1
20.3%[76.3 µM]	CCOC(=O)c1ccc(-c2ccc3c(=O)c4ccccc4n(C)c3c2)cc1F
-15.7%[76.3 µM]	CCCc1nnc(NC(=O)CCC(=O)NCCc2ccc(Cl)cc2)s1
6.1%	CC(=O)N1CCN(S(=O)(=O)c2cccc(C(=O)Nc3ccc(F)c(F)c3)c2)CC1
-10.9%[76.3 µM]	O=C(COc1ccc(F)cc1)NCCN1CCCC1
-2.0%[76.3 µM]	Cc1ccc(NC(=O)CCc2nnc3ccc(NCc4ccco4)nn23)cc1F
0.6%	O=C1NN(c2cccc(Br)c2)C(=O)/C1=C\c1ccc(O)cc1
0.0%[76.3 µM]	CC(O)CNc1nc2c(c(=O)n(Cc3ccc(Br)cc3)c(=O)n2C)n1C (centres undefined)
-8.1%[76.3 µM]	O=C(CCC(=O)N1CCOc2ccccc21)NCCCN1CCN(Cc2ccccc2)CC1
-5.2%[76.3 µM]	N#Cc1ccc(CSc2nc(N)cc(=O)[nH]2)cc1
0.3%[76.3 µM]	Cc1ccc(NC(=O)c2ccc(NC(=O)C3CCCCC3C(=O)O)cc2)cc1 (centres undefined)
-7.0%	Cc1cccc(N2CC(C)Cn3c2nc2c3c(=O)[nH]c(=O)n2C)c1 (centres undefined)
-18.8%	COc1ccc(C(=O)COC(=O)CN2C(=O)C3C4CCC(C4)C3C2=O)cc1 (centres undefined)
-0.1%[76.3 µM]	COc1ccc(C(=O)NCCc2c[nH]c3ccccc23)cc1[N+](=O)[O-]
0.9%	C/C(CC(=O)NCc1ccccc1Cl)=N/NC(=O)c1ccccn1
-2.4%	O=C(NC(=S)NC1CCCc2ccccc21)c1ccc(F)cc1 (centres undefined)
4.3%[76.3 µM]	COC(=O)c1ccc(NC(=O)c2cccc(NC(=O)c3ccccc3)c2)cc1
?	O=C1CCN(Cc2ccccc2)N1
-13.8%[76.3 µM]	COc1ccc(CN2CCNC(=O)C2CC(=O)N(C)CC2CCOCC2)cc1C (centres undefined)
0.6%[76.3 µM]	Cc1cc(S(=O)(=O)NCc2ccc3c(c2)OCO3)ccc1F

New compounds follow
GAA glycogen	Structure
-0.4%[76.3 µM]	C/C(=N/NC(=O)c1ccc(C)s1)c1ccncc1
-3.0%[76.3 µM]	COC(=O)[C@@H](Cc1c[nH]c2ccccc12)NC(=O)CNC(=O)c1ccccc1OC
-5.0%[76.3 µM]	O=C(N/N=C(\c1ccccc1)c1cccnc1)c1cc(O)ccc1O
-20.6%[76.3 µM]	C=CCOc1ccc(C2/C(=C(\O)c3ccc4c(c3)CC(C)O4)C(=O)C(=O)N2CCN2CCOCC2)cc1OCC (centres undefined)
-10.3%[76.3 µM]	COc1ccc(S(=O)(=O)N2CCC(C(=O)N[C@H](C(=O)N3CCCCCC3)C(C)C)CC2)cc1
3.0%	COc1ccc(Br)cc1C(=O)N/N=C/c1cccnc1
-5.5%[76.3 µM]	CCCNC(=O)CN1CCC(c2nc3ccccc3[nH]2)CC1
2.2%	N#Cc1c(-c2ccccc2)cc(-c2ccccc2)[nH]c1=O
-2.4%[76.3 µM]	CN(CC(=O)Nc1ccc(F)cc1)C(=O)CSc1nncs1
0.2%[76.3 µM]	O=C(CSc1nc2ccccc2c(=O)n1Cc1ccccc1)Nc1ccc(Br)cc1C(=O)O
-21.6%	O=C1Cc2ccccc2C(=O)N1c1cccc(Cl)c1

From PubChem

An excerpt, so the mix of outcomes need not match the whole.
